Hsp70 inhibitors – Hsp70 inhibitors, probe displacement, primary screen, biochemical, fluorescence polarization (AID 583); displacement, % at 20 µM; hits with a dose series show IC50 in µM; 140,000 compounds, 0.06% hits; Hsp70 fluorescence polarization probe displacement, mP; higher % means a stronger effect; in the data active = displacement above about 50%;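 note: plate controls were vehicle for no effect and reference ligand for full effect; a part of the inactive calls stands beside numbers as strong as those of hits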
MKP-3 inhibition – MKP-3 phosphatase inhibitors, primary screen, biochemical, rat enzyme, in vitro (AID 425); inhibition, % at 20 µM, or IC50 in µM where a hit was titrated; recombinant MKP-3 phosphatase activity, fluorescence; higher % means a stronger effect; 110,000 compounds, 0.17% hits; in the data active = inhibition above about 50%;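 note: plate controls were vehicle for no effect and reference inhibitor for full effect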
* = called active by the depositor; · = not tested or not shown; & = joins results of further samples. A portion of the library; the hit share may differ from the screen's.

SMILES | Hsp70 inhibitors | MKP-3 inhibition
COc1ccc(C(=O)Nc2nc(C)c(C)s2)cc1OC | -8.0%&-5.0% | 3%
Cc1ccc(CN2CCN(N=Cc3ccccc3Br)CC2)c(C)c1 | 2.1% | 4%
CCOc1ccc(N(CC)C(=O)CCNC(=O)Cn2ccc3ccccc3c2=O)cc1 | 2.7% | ·
O=C(CSc1cccc2cccnc12)Nc1nnc(-c2ccccc2)s1 | 8.0% | 2%
COc1ccc(C2NC(=O)C(C)S2)cc1 (stereo not given) | 7.6% | ·
Cc1cc(-n2c(C)cc(C(=O)CSc3nc4ccccc4c(=O)n3Cc3ccco3)c2C)no1 | -5.5% | -4%
Cc1ccc(CNc2ccc3c(c2)ncn3C)cc1 | 2.2% | 3%
COc1ccccc1N1CCN(C(=O)c2cc(-c3ccc(Br)cc3)on2)CC1 | 0.2% | -1%
O=C(NCc1cccs1)c1cnn2cccnc12 | -3.9% | -16%
CCC(=O)Nc1ccc2c(c1)ncn2-c1ccc(OC)cc1 | 4.2% | ·
OCC1(CO)COC2(CCCC2)N1 | -0.8% | -12%
COC(=O)c1cnn2c(C(F)(F)F)cc(-c3cc(OC)c(OC)c(OC)c3)nc12 | -4.0% | -1%
O=C(Oc1c(Cl)cc(Cl)c2ccccc12)N1CCCC1 | 6.3% | ·
O=C(NCCc1cccc(F)c1)[C@@H]1CSC2c3ccccc3C(=O)N21 (stereo not given in full) | 3.7% | -3%
O=C(Nc1ccc(S(=O)(=O)Nc2nccs2)cc1)c1cc(-c2cccs2)nc2ccccc12 | -0.1% | 5%

Sorted by number of heavy atoms (rising): 7 of the compounds above
SMILES | Hsp70 inhibitors | MKP-3 inhibition
OCC1(CO)COC2(CCCC2)N1 | -0.8% | -12%
COc1ccc(C2NC(=O)C(C)S2)cc1 (stereo not given) | 7.6% | ·
COc1ccc(C(=O)Nc2nc(C)c(C)s2)cc1OC | -8.0%&-5.0% | 3%
CCC(=O)Nc1ccc2c(c1)ncn2-c1ccc(OC)cc1 | 4.2% | ·
O=C(NCCc1cccc(F)c1)[C@@H]1CSC2c3ccccc3C(=O)N21 (stereo not given in full) | 3.7% | -3%
COc1ccccc1N1CCN(C(=O)c2cc(-c3ccc(Br)cc3)on2)CC1 | 0.2% | -1%
CCOc1ccc(N(CC)C(=O)CCNC(=O)Cn2ccc3ccccc3c2=O)cc1 | 2.7% | ·

Back to the main list; the 3 compounds before the break are reprinted first.
SMILES | Hsp70 inhibitors | MKP-3 inhibition
O=C(Oc1c(Cl)cc(Cl)c2ccccc12)N1CCCC1 | 6.3% | ·
O=C(NCCc1cccc(F)c1)[C@@H]1CSC2c3ccccc3C(=O)N21 (stereo not given in full) | 3.7% | -3%
O=C(Nc1ccc(S(=O)(=O)Nc2nccs2)cc1)c1cc(-c2cccs2)nc2ccccc12 | -0.1% | 5%
OC1(c2cccc(C(F)(F)F)c2)CCN(Cc2nnnn2CCc2ccccc2)CC1 | -0.5% | ·
CSc1nc(SCC(=O)O)c2sc3nc(-c4ccccc4)c4c(c3c2n1)CCC4 | · | 96µM*
CS(=O)(=O)N(CC(=O)N1CCCCC1)C1CCCCC1 | 2.0% | -6%
O=C1NC(=O)C(=Cc2ccc(OCCOc3ccccc3)cc2)C(=O)N1 | -0.2% | 3%
CCOC(=O)C(CCOc1cccc(CC)c1)C(=O)OCC | 1.8% | -3%
Cc1ccc2cc3cc(C(=O)N4CCN(Cc5ccccc5)CC4)sc3nc2c1 | -0.8% | ·
C=CCn1c(SCC(=O)c2ccccc2)nnc1-c1cc2ccccc2o1 | 2.9% | -17%
Nc1nnc(-c2ccccc2-c2nnc(N)s2)s1 | 0.4% | 0%
CCCCCCOC(=O)C(C#N)c1nc2ccccc2nc1N1CCCCC1 (stereo not given) | 13% | 3%
Cc1cc(C)nc(NC(=O)c2cc(-c3ccc(C)s3)nc3ccccc23)c1 | 6.4% | 0%
CCc1nc(N)nc2c1C(=O)CC(C)(C)C2 | -0.5% | -11%
COc1cccc(CN2CCN(C(=O)C(c3ccccc3)c3ccccc3)CC2)c1OC | -3.8% | 4%
Cc1cc(Cl)cc(C)c1OCCCCCN1CCOCC1 | -0.5% | 0%
COc1ccc(C2N(S(=O)(=O)c3ccccc3)CCN2S(=O)(=O)c2ccc(C)cc2)cc1 (stereo not given) | -0.8% | ·
O=C(COc1ncnc2c(Cl)cc(Cl)cc12)NC1CCCCCC1 | 0.2% | ·
O=C(CSc1nnc(-c2ccco2)n1-c1ccccc1)NCc1ccco1 | 3.0%&4.6% | 1%
NC(=O)C1CCN(C(c2ccccc2Cl)c2nnnn2Cc2ccc3c(c2)OCO3)CC1 (stereo not given) | 0.0% | -5%
CCOC(=O)c1c(C)c(C(=O)NCc2cccs2)c(C)n1C | 5.8% | -6%
O=Cc1ccccc1OCc1c(F)cccc1Cl | 7.5% | 2%
CC(=C/c1ccccc1)/C=N/NC(=O)c1cnccn1 | 2.5% | ·
Cc1ccnc(SCCn2c(N3CCCCC3)nc3c2c(=O)n(C)c(=O)n3C)n1 | 4.5% | 4%
CC(C)(C)c1ccc(NC(=O)c2ccc(Br)cc2)c([N+](=O)[O-])c1 | 1.5% | -1%
O=C(COC(=O)c1ccccc1C(=O)N1CCN(c2ccc(F)cc2)CC1)NCc1ccccc1 | 10% | ·
CCC(Sc1nc(C)cc(C)n1)C(=O)Nc1ccc(S(N)(=O)=O)cc1 (stereo not given) | 2.7% | -1%
Cc1cc(C(F)(F)F)nn1CC(=O)N1CCCC1 | 7.4% | -13%
CNC(=O)CN(C)S(=O)(=O)c1ccc(F)cc1 | -0.5% | ·
Cc1noc(NS(=O)(=O)c2ccc(NC(=O)CS(=O)(=O)c3ccccc3)cc2)c1C | 3.1% | ·
CCCCN(CC)CCNC(=O)CN(C)S(=O)(=O)c1ccc2c(c1)c(=O)n(C)c(=O)n2C | -1.7% | -2%
CCOCCCNC(=O)N[C@@H](C)C(=O)OC | 0.8% | 2%
COc1cc(C(=O)Nc2nnc(-c3sccc3C)s2)cc(OC)c1OC | -13% | 3%

Structures above shown as hits in MKP-3 inhibition.
SMILES | Hsp70 inhibitors | MKP-3 inhibition
CSc1nc(SCC(=O)O)c2sc3nc(-c4ccccc4)c4c(c3c2n1)CCC4 | · | 96µM*

(further entries)
SMILES | Hsp70 inhibitors | MKP-3 inhibition
COC(=O)c1ccc(NC(=O)c2ccccc2N(C)S(C)(=O)=O)cc1 | 3.2% | 4%
COCCCN1C(=O)/C(=C\c2cccs2)SC1=S | -3.9% | 4%
COc1ccccc1OCC(=O)Nc1ccc(S(=O)(=O)Nc2nc(C)cc(C)n2)cc1 | -2.3% | -4%
COc1ccc(NS(=O)(=O)c2ccc3oc4ccccc4c3c2)cn1 | -3.1% | -11%
O=C(Nc1ccc(Cl)c(Cl)c1)Nc1nnc(-c2ccccc2Cl)s1 | -1.9% | 0%
COc1ccc(C(=O)N2CCN(C3CCCCC3)CC2)cc1OC | 3.3% | 2%
O=C(Cc1c[nH]c2ccccc12)Nc1nccs1 | -1.2% | 6%
Cc1cccc(NC(=O)/C(=C/c2cccc([N+](=O)[O-])c2)NC(=O)c2cccs2)c1 | -1.4% | -2%
COc1ccc(OC)c(NC(=O)CNC(=O)Cn2ccc3ccccc3c2=O)c1 | 2.2% | -3%
C(=N\n1cnnc1)/c1cn(CCOc2ccc(C3CCCCC3)cc2)c2ccccc12 | 2.1% | 4%
Cc1cc(-c2cc(-c3ccc(Cl)cc3)nc(N)c2C#N)co1 | -4.4%&-2.8% | 0%&4%
COc1ccc(-n2cnnc2SCc2csc(-c3ccccc3)n2)cc1 | 4.4% | -4%
CSc1nc(C)cc(SCC(=O)Nc2ccc(Cl)cc2Cl)n1 | 8.1% | ·
CCSc1nnc(NC(=O)CC)s1 | -0.2% | 2%
Cc1ccc(Cn2cccc(NC(=O)c3ccco3)c2=O)cc1 | 7.4% | -1%
CCN(CC)CCNC(=O)c1c(O)c2cccc3c2n(c1=O)CCC3 | -6.3% | -7%
O=C(O)CC(=O)Nc1ccccc1C(=O)O | -4.2% | ·
COc1ccc2c(CN(C)c3ccccc3)cc(=O)oc2c1 | -3.1% | 3%
O=C(CC1CCCCC1)NCC1CCCO1 (stereo not given) | 0.2% | -18%
CSc1ccc(S(=O)(=O)NC2CCCCC2)cc1 | -6.1% | ·
CC(C)CCNC(=O)C(C)N(Cc1ccc(F)cc1)C(=O)c1ccc(CN2CCCCC2)o1 (stereo not given) | -0.3% | -7%
COc1ccc(CC(=O)OC(C)CN2CCCC2)cc1 (stereo not given) | 5.4% | -9%
COc1ccc(OC)c(S(=O)(=O)N2CCOCC2)c1 | -1.0% | 0%
O=C(Nc1ccccc1C(F)(F)F)c1cc(-c2cccc(O)c2)on1 | 5.2% | 2%
Cc1cc(C(F)F)n2ncc(C(=O)NCCc3ccc(Cl)cc3)c2n1 | -0.9% | ·
COc1ccc(N2CCN(C(=O)c3ccc(CS(=O)(=O)c4ccc(OC)cc4)o3)CC2)cc1 | 6.6% | -11%
O=C(O)c1ccc(NC(=O)c2cccs2)c(NC(=O)c2cccs2)c1 | -1.4% | 0%
CCOc1ccccc1NC(=O)C1CCCN(C(=O)Nc2ccccc2)C1 (stereo not given) | 7.7% | ·
CC(=O)Nc1ccc(S(=O)(=O)NC(C)(C)C)cc1 | 3.0% | 4%
Cc1nnc(NC(=O)CSc2nnc(Cc3cccn3C)n2-c2ccccc2)s1 | -0.7% | -9%
Cc1ccc(NC(=O)CNc2cccc(C)c2C)c(C)c1 | -1.6% | 0%
CCCc1nc2c(=O)[nH]c3ccccc3c2o1 | 1.1% | -1%
Cc1ccccc1C(=O)Nc1nc2ccc(Cl)cc2s1 | -0.6% | 4%
O=C(CSc1nnc(CN2CCCCCC2=O)n1-c1ccccn1)NCC(F)(F)F | -5.7% | -2%
Cc1cc(-c2nnc3sc(C4CCCCC4)nn23)n[nH]1 | 0.6% | 8%
CCCCNC(=O)C(=O)NCCCO | -3.5% | 4%
COc1ccc2c(c1OC)C(=O)OC2Nc1cccc(F)c1 (stereo not given) | -3.2% | 4%
CCOc1ccc(CCNC(=O)C2CCN(S(=O)(=O)CC)CC2)cc1OCC | -1.4% | 0%
c1ccc(-n2cnnc2SCc2cn3cccnc3n2)cc1 | 0.6% | ·
CCc1cc(=O)oc2cc(OCC(=O)N(CC)CC)c(Cl)cc12 | 1.5% | -8%
Cc1cccc(N2C(=O)NC(=O)/C(=C/c3cccc4ccccc34)C2=O)c1 | 0.2% | 0%
O=C(c1ccco1)N1C(=O)c2cccc3cccc1c23 | -0.8% | -2%
N#Cc1cc2c(nc1SCc1ccccc1)CCCC2=O | -5.5% | -12%
CCOC(=O)N=S(N)(=O)c1ccc(Cl)cc1 (stereo not given) | 5.1% | 4%
NC(=O)COC(=O)c1ccc(S(=O)(=O)N2CCCCCC2)cc1 | 4.3% | 2%
COc1ccc(CNC(=O)Nc2cccc(C)c2)cc1 | -5.8% | -9%
O=C(Nc1nnc(-c2ccco2)s1)C1CCCCC1 | 2.8% | 1%
COc1ccc(Br)cc1C(=O)Nc1ccc(Cl)cn1 | 3.8% | -2%
COc1ccc(Br)cc1Cn1c(=O)[nH]c2cc([N+](=O)[O-])ccc21 | -2.7% | 4%
CCN(CC)C(=O)CN(c1ccc(C)cc1)S(C)(=O)=O | -2.8% | 0%
Cc1ccccc1/C=C(/C#N)C(=O)Nc1cccc(Br)c1 | -0.3% | 2%
COCCn1c(=O)c2c3c(sc2n(CC(N)=O)c1=O)CCCC3 | 4.0% | -7%
N#CCN(CC#N)C(=O)CCCOc1ccc(Cl)cc1Cl | 0.4% | 1%
O=c1c2ccc(-c3nnc4n3-c3ccccc3SC4)cc2nc2n1CCCCC2 | 2.2% | -4%
COC(=O)C1=C(C)N(c2ccc(C)c(C)c2)/C(=C/c2ccc(OC)cc2)C1=O | -2.6% | 6%
Cc1c(Cl)cccc1N1C(=O)C(N2C(=O)c3cccc([N+](=O)[O-])c3C2=O)C1c1cccs1 (stereo not given) | -4.9% | ·
O=[N+]([O-])c1cn(Cc2ccc(F)cc2)cn1 | 0.3% | 2%
O/N=C(\c1ccc(Cl)cc1Cl)c1ncc(C(F)(F)F)cc1Cl | 1.6% | ·
CC1(C)C(=O)N(OCc2ccccc2)C(C)(C)C(=O)N1OCc1ccccc1 | 0.0% | ·
O=C(CSc1nnc(C2CC2)n1Cc1ccccc1)N1CCN(S(=O)(=O)c2ccccc2)CC1 | 0.8% | -2%

Next results follow.
SMILES | Hsp70 inhibitors | MKP-3 inhibition
N[C@@]12CCc3nonc3[C@]1(O)CC(c1ccccc1)=[N+]2[O-] | -0.2% | -11%
Cc1nc2ccccc2n1Cc1ccccc1Br | -3.2% | -2%
COc1ccc(CNC(=O)C(OC(=O)c2ccco2)c2ccc(OC)cc2)cc1 (stereo not given) | -0.2% | ·
Clc1c(-c2nnc3n2CCC3)sc2ccccc12 | -2.5% | 4%
CN1CCN(C(=O)c2cc3nc(-c4ccc(Cl)c(Cl)c4)cc(C(F)(F)F)n3n2)CC1 | -1.8% | 3%
Cc1c(Cl)c(C(=O)NC2C3CC4CC(C3)CC2C4)nn1C (stereo not given) | -2.8% | ·
COc1cc(NC(=O)c2ccco2)cc(OC)c1 | -1.5% | -1%
CN=C1S/C(=C\c2cc3c(cc2Br)OCO3)C(=O)N1C | -14% | 1%
O=C(/C=C/c1ccccc1)Nc1ccccc1C#Cc1ccccc1 | 0.7% | 0%
CCCc1nc(S(=O)(=O)Cc2ccc(Cl)cc2Cl)n[nH]1 | 0.4% | -1%
c1ccc(-c2csc(N3CCN(c4ccccn4)CC3)n2)cc1 | 1.6% | -11%
COc1cc(-c2nn3c(C4CCCCC4)nnc3s2)cc(OC)c1OC | -6.6% | -3%
Cc1ccc2nc(-c3ccc(C)c(NC(=O)COc4ccc(Cl)cc4C)c3)oc2c1 | -3.9% | 5%
